DUSP3 inh = VHR1 phosphatase inhibitors, primary screen, biochemical, colorimetric, HTS. actives 0.7% (n = 50,000). recombinant VHR phosphatase, colorimetric substrate read-out. inhibition, % at 20 µM. Dual specificity protein phosphatase 3 (Homo sapiens), P51452; in the data active means inhibition above about 60%; further: some results filed as inactive read as strong as hits
Target sequence (P51452 whole entry, looked up): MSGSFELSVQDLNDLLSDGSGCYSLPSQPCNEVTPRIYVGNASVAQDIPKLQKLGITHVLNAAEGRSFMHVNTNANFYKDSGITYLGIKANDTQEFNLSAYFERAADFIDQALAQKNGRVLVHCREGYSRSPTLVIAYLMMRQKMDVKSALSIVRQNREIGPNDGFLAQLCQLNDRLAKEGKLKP
* marks the source's active call; other numbers are inactive results.

SMILES	DUSP3 inh
C=C(C)CNC(=S)Nc1sc2c(c1C(=O)OCC)CC(C)(C)OC2	9
CN(C)CCN1C(=O)C(=O)/C(=C(/O)c2ccccc2)C1c1ccc(O)cc1 (stereo unspecified)	2
C=CCN1C(=O)/C(=C\c2ccc(-c3cc(Cl)cc(Cl)c3)o2)SC1=S	-7
O=[N+]([O-])c1cccc(S(=O)(=O)NC2C3CC4CC(C3)CC2C4)c1 (stereo unspecified)	-21
CC(NC(=O)C12CC3CC(CC(C3)C1)C2)C(=O)NC1CCCCC1 (stereo unspecified)	-16
COc1ccccc1OCCCCOc1c(C)cccc1C	27
COc1cc(/C=C2\C(=O)NC(=O)N(c3ccc(C)cc3)C2=O)c(Br)cc1O	-11
CC(C)Cn1c(CCCN2C(=O)c3ccccc3C2=O)nc2ccccc2c1=O	-7
Cc1cc(C)c(NC(=O)c2ccccc2[N+](=O)[O-])c(C)c1	13
Cc1c(OCC(=O)O)ccc2c1oc(=O)c1ccccc12	-14
O=C1NN(c2ccc(Cl)c(Cl)c2)C(=O)/C1=C/c1ccc(Cl)cc1	48
O=C1NC(=O)/C(=C\c2ccncc2)S1	-2
COc1ccc(Cl)cc1C(=O)Nc1cccc(C)n1	-4
O=[N+]([O-])c1cccc(-c2nc(-c3ccc(Cl)cc3)no2)c1	-14
O=C1CCCCC1Oc1ccc2c3c(c(=O)oc2c1)CCC3 (stereo unspecified)	-8
COc1cccc2c1NC(c1cccc3ccccc13)C1CC=CC21 (stereo unspecified)	88*
COc1cccc(/C=N/Nc2nc(N3CCCCC3)nc(N3CCCCC3)n2)c1	-16
COc1cccc(C2NC(=S)NC(C)=C2C(=O)Nc2ccc(C)cc2)c1 (stereo unspecified)	-11
Cc1cccc(CN2CCN(Cc3ccncc3)CC2)c1	13
O=[N+]([O-])c1ccc(/C=N/C(=S)NNc2ccccc2)o1	-3
Cc1ccc(NC(=O)C2CC=CCC2C(=O)O)c(Br)c1 (stereo unspecified)	-6
Nc1nonc1NC(=O)N/N=C\c1ccccc1F	-2
CCCC1C(c2ccccc2)NC(c2ccccc2)C(C)C1(O)CCC (stereo unspecified)	-15
Cc1ccc(S(=O)(=O)c2ccc(C)c(S(=O)(=O)NC3CCCCC3)c2)cc1S(=O)(=O)NC1CCCCC1	1
CC1CC(Nc2ccccc2)c2ccccc2N1C(=O)Nc1cccc(Cl)c1 (stereo unspecified)	14

In a second layout: 4 of the compounds above.
SMILES: C=C(C)CNC(=S)Nc1sc2c(c1C(=O)OCC)CC(C)(C)OC2
  DUSP3 inh: 9
SMILES: Cc1ccc(NC(=O)C2CC=CCC2C(=O)O)c(Br)c1 (stereo unspecified)
  DUSP3 inh: -6
SMILES: COc1cc(/C=C2\C(=O)NC(=O)N(c3ccc(C)cc3)C2=O)c(Br)cc1O
  DUSP3 inh: -11
SMILES: Cc1ccc(S(=O)(=O)c2ccc(C)c(S(=O)(=O)NC3CCCCC3)c2)cc1S(=O)(=O)NC1CCCCC1
  DUSP3 inh: 1

Among those listed so far, 2 have a COOH group:
SMILES	DUSP3 inh
Cc1c(OCC(=O)O)ccc2c1oc(=O)c1ccccc12	-14
Cc1ccc(NC(=O)C2CC=CCC2C(=O)O)c(Br)c1 (stereo unspecified)	-6

The results go on.
SMILES	DUSP3 inh
COc1ccc(-n2c(C)ccc2C)c(N)c1	38
Cc1ccc(N(CC(=O)N2CCCC2)S(C)(=O)=O)cc1Cl	-12
O=[N+]([O-])c1cccc(Cl)c1N1CCOCC1	2
Oc1c(I)cc(I)cc1C=Nc1ccc2c(c1)oc1ccccc12	-6
Cc1ccccc1OCC(=O)Nc1ccc(Cl)c(C(F)(F)F)c1	-25
COc1ccc(CN2CCN(C3CCCCC3)CC2)c(OC)c1	13
O=C(Nc1ccc(F)c([N+](=O)[O-])c1)c1ccc(-c2cccc(Cl)c2)o1	-5
O=C(COc1ccc2ccccc2c1)N1CCN(C(=O)c2cccnc2)CC1	1
Cc1ccc(C(=O)O/N=C(\N)c2ccccn2)cc1	-1
CCOc1ccccc1NC(=O)c1c(NC(=O)COc2ccccc2)sc2c1CCC(C)C2 (stereo unspecified)	-6
CCOC(=O)NC(Nc1ccccc1[N+](=O)[O-])(C(F)(F)F)C(F)(F)F	-10
Cc1ccccc1-n1c(CN2C(=O)c3ccccc3C2=O)nc2ccccc2c1=O	3
CC(C)(O)C#Cc1ccc(C(=O)NC(c2ccccc2)c2ccccc2)cc1	-3
O=C(NNC(=O)c1ccco1)c1cccc(Cl)c1	-9
CCC(=O)Nc1ccc(NC(=O)c2ccc(OC)c(Br)c2)cc1	-8
CCc1ccc(NC(=O)C(=O)NCc2ccccc2Cl)cc1	-12
CCC1(C)CC(CCNCc2ccc(OC)c(OC)c2)(c2ccc(F)cc2)CCO1 (stereo unspecified)	-17
O=C(CSc1ccccc1)Nc1nnc(CSc2ccccc2)s1	6
COc1ccc(CC(=O)Nc2ccc(S(=O)(=O)N3CCc4ccccc43)cc2)cc1	-2
O=C(CN1C(=O)C(=O)c2ccccc21)c1ccc(Cl)cc1	-16
CC(=O)Oc1ccc(NC(=O)CC2Nc3cc(C)c(C)cc3NC2=O)cc1 (stereo unspecified)	30
CCCSc1nsc(SCCC)c1C(=O)O	4
O=C(/C=C/c1ccccc1Cl)Nc1ccc(F)c(F)c1	-4
COc1ccc(OC)c(S(=O)(=O)n2nc(C)cc2C)c1	-13
CN(C)CCCCCCCCCCNC(=O)/C=N\O	-3
SMILES	DUSP3 inh
O=C(O)CC(NS(=O)(=O)c1ccc(F)cc1)c1ccccc1 (stereo unspecified)	-33
CCN1CCN(Cc2c(O)ccc3c(=O)c(Oc4ccccc4Br)c(C(F)(F)F)oc23)CC1	-9
COC(=O)C1=CNC=C(C(=O)OC)C1c1ccccc1C	-11
O=C(NC(C(=O)NC1CCCCC1)C12CC3CC(CC(C3)C1)C2)c1ccccc1 (stereo unspecified)	-5
CS(=O)(=O)N(Cc1ccc(C(=O)NCC2CCCO2)cc1)c1ccccc1 (stereo unspecified)	-1
CCOC(=O)/C=C(\C)Nc1cc(-c2ccc(Br)cc2)[nH]n1	-6
O=c1[nH]cnc2c1C1(CCCC1)Cc1ccccc1-2	-7
Cc1ccc(N2C(=O)c3ccccc3NC2c2ccccc2O)cc1 (stereo unspecified)	-20
O=C(CSCc1cccc(Br)c1)N1CCCCCC1	-6
CC(=O)n1cc(/C=C2\N=C(c3cccs3)OC2=O)c(-c2ccccc2)n1	10
O=C(N/N=C/c1cc([N+](=O)[O-])c(N2CCOCC2)cc1N1CCOCC1)Nc1ccccc1	-5
CN(C)/C(=N/OC(=O)c1ccc([N+](=O)[O-])cc1)c1nonc1N	-16
CC(C)(C)c1cc(C(F)(F)F)c2c(=O)n(-c3ccccc3)[nH]c2n1	0
COc1ccc(C(=O)N2CCN(C3CCC(c4ccccc4)CC3)CC2)cc1 (stereo unspecified)	17
COC(=O)c1cc(NC(=O)c2cccc(Cl)c2Cl)cc(C(=O)OC)c1	-3
Cc1sc2nc(N)c(C#N)c(-c3ccccc3)c2c1C	-36
COc1ccc(/C=C\C(=O)C2C(=O)c3ccccc3C2=O)cc1	-13
CC(=O)Nc1ccc(NS(=O)(=O)c2c(C)cc(C)cc2C)cc1	-42
Cc1ccccc1N1C(=O)C(O)C(O)C1=O (stereo unspecified)	-21
CC(=O)Nc1ccc(C(C)(C)C)cc1[N+](=O)[O-]	-6
O=C(Cc1ccc([N+](=O)[O-])cc1)N1N=C(c2ccc(Br)cc2)CC1(O)C(F)(F)F (stereo unspecified)	-2
Cc1ccccc1S(=O)(=O)Nc1cc(Br)c2oc3c(c2c1)C(=O)CCC3	-6
COc1cccc(CN2CCN(C(=O)c3cccc(OC)c3OC)CC2)c1	-9
O=C(Nc1ccc(F)cc1)c1cc2ccccc2oc1=O	7
CCCCCC(=O)NNC(=O)Nc1ccccc1	-23
SMILES	DUSP3 inh
O=C(N/N=C/c1cccs1)c1cccc2cc[nH]c12	-12
COCC(=O)Nc1cc(Cl)ccc1C	3
COc1sc(SC)cc1/C=N/NC(=O)C(NC(=O)c1ccccc1)c1n[nH]c(=O)c2ccccc12 (stereo unspecified)	0
Cc1ccccc1C(=O)NNC(=O)c1ccccn1	-14
O=[N+]([O-])c1cccc(S(=O)(=O)Nc2cc(C(F)(F)F)ccc2Cl)c1	-22
O=C(COc1ccccc1)N1CCc2ccccc2C1	14
CC(C)c1nnc(NC(=O)Nc2ccc(Cl)cc2)s1	-11
CC(=O)c1cccc(NC(=O)c2ccc(-c3cccc(Cl)c3)o2)c1	10
CC(=O)N1c2ccccc2N(Cc2ccc(C)cc2C)C(=O)C1(C)C	-17
COc1ccc(C(=O)NCC2(c3ccc(OC)c(OC)c3)CCCC2)cc1	-4
COc1ccccc1/C=C1/C(C)=C(C#N)c2nc(N)c(C#N)c(C)c21	-4
O=C(NCc1ccccc1Cl)/C(=C\c1cccc(Br)c1)NC(=O)c1ccccc1	4
CCOc1ccc(-c2nc3cc(NC(=O)c4cccc([N+](=O)[O-])c4C)ccc3o2)cc1	6
Cc1cc(/C=C2/SC(=S)NC2=O)c(C)n1-c1ccc(N2CCOCC2)cc1	-12
Cc1ccc(CN2CCN(/N=C/c3ccccc3C)CC2)cc1	-5
Cc1ccc(OCC(=O)Nc2ccc(F)c([N+](=O)[O-])c2)cc1C	-28
CCc1ccccc1NC(=O)c1c(NC(=O)c2cccs2)sc2c1CCCCC2	-8
Cc1ccc(OCC(O)Cn2c3ccccc3c3ccccc32)cc1 (stereo unspecified)	-12
COc1cccc(OCCOc2ccc(/C=N/n3cnnc3)cc2)c1	110*
CCOc1ccc2nc(Sc3nc4ccc([N+](=O)[O-])cc4s3)sc2c1	-15
O=C(Cc1ccccc1)N1CCc2ccccc2C1	-29
Cc1cc(-c2ccccc2)c2nncn2n1	-23
Cc1ccc2c(Cl)c(C(=O)Nc3nncs3)sc2c1	-5
CCOc1cc(OCC)cc(C(=O)Nc2ccc(Cl)cn2)c1	-16
Cc1occc1C(=O)Nc1ccccc1F	-18
SMILES	DUSP3 inh
CCOC(=O)c1ccc(NC(=O)C2CCCN2S(=O)(=O)c2ccc(C)cc2)cc1 (stereo unspecified)	-6
O=C1C2ON(c3ccccc3)C(c3cccc(Br)c3)C2C(=O)N1c1ccccc1 (stereo unspecified)	-18
Cc1ccc(/C=N/NC(=O)CSc2nc3ccccc3[nH]2)o1	8
O=C(NCCCNc1ccc([N+](=O)[O-])cc1C(F)(F)F)c1ccc(Cl)cc1	6
CCOC(=O)c1c(N)sc(C)c1-c1ccc(C(C)(C)C)cc1	14
CN(C)c1ccnc2sc(C(=O)Nc3ccccc3)c(N)c12	-4
COc1ccc(C(=O)N2CCNCC2)cc1OC	-11
COc1ccccc1CNCc1cccc(Cl)c1	-6
C=CCn1c(SCC(=O)N2CCN(CCO)CC2)nc2sc(C)c(C)c2c1=O	8
CC(C)(C)c1ccc(-c2nn(CCC#N)cc2/C=N/O)cc1	14
COC(=O)c1ccc(CSc2nc3sc4c(c3c(=O)n2-c2ccccc2)CCCC4)cc1	-12
COc1cc(-c2noc(/C=C/c3ccccc3)n2)cc(OC)c1OC	1
CCOC(=O)C1=C(C)OC(N)=C(C#N)C1c1ccccc1Cl (stereo unspecified)	-16
CN(C)c1ccc(/C=C2\C(=O)C(=O)c3ccccc32)cc1Br	-14
COc1ccc(C)cc1NC(=O)C(=O)NCCc1ccccc1	-1
COc1ccc(COC(=O)C2=C(C)NC3=C(C(=O)CC(C)(C)C3)C2c2ccc(C)o2)cc1 (stereo unspecified)	5
CCn1ccnc1C(O)c1cccc(OC)c1OC (stereo unspecified)	4
COCCCN1C(=O)/C(=C\c2ccccc2O)C(C(=O)OC)=C1C	3
COc1ccc(CNCc2cccc(Cl)c2)cc1	6
O=[N+]([O-])c1ccccc1-c1nc(-c2ccccc2)c(-c2cccs2)[nH]1	-22
COc1ccc(-c2cc(-c3ccccc3)[o+]c(-c3ccccc3)c2)cc1	3
O=c1oc(-c2cc([N+](=O)[O-])cc([N+](=O)[O-])c2)nc2cc(Cl)ccc12	-16
COc1ccc(C(=O)N2CCN(C(=O)c3cccc4ccccc34)CC2)cc1OC	16
COc1ccccc1/C=C1\SC(=S)N(c2ccc(F)cc2)C1=O	-5
CC(=O)c1ccc(NC(=O)Nc2ccccc2C)cc1	6

By substructure, the entries above with a tert-butyl group (4)
SMILES	DUSP3 inh
CC(C)(C)c1cc(C(F)(F)F)c2c(=O)n(-c3ccccc3)[nH]c2n1	0
CC(=O)Nc1ccc(C(C)(C)C)cc1[N+](=O)[O-]	-6
CCOC(=O)c1c(N)sc(C)c1-c1ccc(C(C)(C)C)cc1	14
CC(C)(C)c1ccc(-c2nn(CCC#N)cc2/C=N/O)cc1	14

Shown with bars between the fields: part of the list above.
SMILES | DUSP3 inh
COc1ccc(-c2cc(-c3ccccc3)[o+]c(-c3ccccc3)c2)cc1 | 3
O=c1oc(-c2cc([N+](=O)[O-])cc([N+](=O)[O-])c2)nc2cc(Cl)ccc12 | -16

Further results follow.
SMILES	DUSP3 inh
O=C(CSc1nc2ccccc2s1)NCc1ccccc1	-6
O=C1c2ccccc2C(=O)N1N1C(=O)c2cccc([N+](=O)[O-])c2C1=O	-3
O=[N+]([O-])c1ccc(N2CCOCC2)cc1NCCc1ccccc1	-16
Fc1ccccc1-c1nnc(-c2ccc3c(c2)OCO3)o1	-32
O=C(Oc1ccc(Cl)cc1)c1c(F)cccc1F	-1
CCOc1cccc(C(=O)Nc2scc(-c3ccc(F)cc3)c2C(=O)OC)c1	-28
O=c1oc(COc2ccccc2Cl)nc2ccccc12	-15
CC(C)N1C(=O)/C(=C/c2cccc([N+](=O)[O-])c2)SC1=S	-1
Nc1nnc(CC(=O)NCc2ccccc2)s1	-10
Cc1ccc(N(CC(O)Cn2c3ccccc3c3ccccc32)S(C)(=O)=O)cc1 (stereo unspecified)	-5
O=C(Cc1ccc(Cl)cc1)Nc1ccc2c(c1)OCCO2	2
O=[N+]([O-])c1ccccc1S(=O)(=O)NCCN1CCOCC1	-1
CCc1ccc(-n2c(C)cc(/C=C3/NC(=S)NC3=O)c2C)cc1	-16

Compound activity: PubChem, Sanford-Burnham Center for Chemical Genomics

A portion of the library; count on the stated rates, not on these rows.
